High-throughput results as filed in PubChem BioAssay.
14-3-3 PPI: alters human 14-3-3 gamma binding to Raf peptide. P61981. FP, 14-3-3gamma / TMR-pS259-Raf peptide binding. inhibition, % at 40 µM. 0.19% of 160,000 active; in the data active means inhibition above about 30%;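 further: 0% = protein plus tracer without compound and 100% = blank with tracer alone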
Target sequence (P61981 whole entry, looked up): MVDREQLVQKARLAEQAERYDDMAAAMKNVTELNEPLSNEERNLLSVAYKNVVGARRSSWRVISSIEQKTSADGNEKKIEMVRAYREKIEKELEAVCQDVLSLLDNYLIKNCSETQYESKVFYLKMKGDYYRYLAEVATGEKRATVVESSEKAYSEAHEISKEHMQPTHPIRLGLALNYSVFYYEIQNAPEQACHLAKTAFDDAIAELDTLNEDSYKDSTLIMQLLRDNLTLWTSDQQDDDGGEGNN
An asterisk follows results filed as active; & = joins results of further samples. The list is partial, so the mix of outcomes need not match the whole.

SMILES	14-3-3 PPI
O=C(NCc1ccccc1)c1nn2c(c1Br)NC(c1cccs1)CC2C(F)(F)F (stereo unspecified)	-10
CC(=O)C1C(c2ccc(OCc3ccccc3)cc2)NC(=O)NC1(O)C(F)(F)F (stereo unspecified)	0
CC(CCc1ccccc1)NC(=O)c1ccc(N2CCCC2=O)cc1 (stereo unspecified)	12
CN(C)CCCN1c2ccccc2CCc2ccccc21	-8&-4
CC1CCN(CCCNC(=O)C2CC(=O)N(C3CCCC3)C2)CC1 (stereo unspecified)	-6
Oc1c(F)cccc1C=Nc1ccc2oc(-c3cccc(I)c3)nc2c1	-23
CCN(CC)S(=O)(=O)c1ccc2c(c1)c(=O)c(C(=O)N1CCc3ccccc31)cn2C	-8
Cc1ccc(-n2nc(C)c(S(=O)(=O)c3ccccc3)c2OC(=O)C2CCCC2)c(C)c1	1
Cc1cc(CNC(=O)Cc2c(F)cccc2Cl)nn1C	5
COC(=O)c1ccccc1OC(=O)c1ccc(Br)o1	-8

Reformatted with bars between the fields: part of the list above.
mol | 14-3-3 PPI
Cc1cc(CNC(=O)Cc2c(F)cccc2Cl)nn1C | 5
CC1CCN(CCCNC(=O)C2CC(=O)N(C3CCCC3)C2)CC1 (stereo unspecified) | -6

Quoted from the listing:
CN(C)CCCN1c2ccccc2CCc2ccccc21 in 14-3-3 PPI is entered as -8&-4
CC1CCN(CCCNC(=O)C2CC(=O)N(C3CCCC3)C2)CC1 (stereo unspecified) in 14-3-3 PPI is entered as -6
Cc1ccc(-n2nc(C)c(S(=O)(=O)c3ccccc3)c2OC(=O)C2CCCC2)c(C)c1 in 14-3-3 PPI is entered as 1
CCN(CC)S(=O)(=O)c1ccc2c(c1)c(=O)c(C(=O)N1CCc3ccccc31)cn2C in 14-3-3 PPI is entered as -8

Additional compounds:
SMILES	14-3-3 PPI
CCc1ccc(-n2cc(-c3cc4cc(Cl)ccc4oc3=O)[nH]c2=S)cc1	-5
CCC(C)OC(=O)C1=C(C)NC(=O)NC1c1ccccc1 (stereo unspecified)	-6
O=C(NC1CCCCC1)c1cc2nc3c(c(C(F)(F)F)n2n1)CCc1ccccc1-3	11
CCc1sc(NC(=O)c2cc3cccc(OC)c3oc2=O)nc1-c1ccc(Cl)cc1	-10
CC(=O)O[C@]1(C(C)=O)CC[C@H]2[C@@H]3C=C(Cl)C4=CC(=O)CC[C@]4(C)[C@H]3CC[C@@]21C	1
COC(=O)c1c(C)nc(C)c2c(=O)oc3ccccc3c12	-15
CCOc1ccc(N2C(=O)CC(N3CCC(C(N)=O)CC3)C2=O)cc1 (stereo unspecified)	-3
COc1cccc(-c2nc3cc(N=Cc4ccc(Br)cc4)ccc3o2)c1	-10
CCCNC(=O)NC(=O)CSc1ncc(C(F)(F)F)cc1Cl	-4
CCCc1oc2c(cc(NS(=O)(=O)c3cc(C)ccc3C)c3ccccc32)c1C(=O)OCC	-30

Sorted by SMILES length (lowest first): 17 of the compounds above.
SMILES	14-3-3 PPI
CN(C)CCCN1c2ccccc2CCc2ccccc21	-8&-4
COC(=O)c1ccccc1OC(=O)c1ccc(Br)o1	-8
CCC(C)OC(=O)C1=C(C)NC(=O)NC1c1ccccc1 (stereo unspecified)	-6
CCCNC(=O)NC(=O)CSc1ncc(C(F)(F)F)cc1Cl	-4
CC(CCc1ccccc1)NC(=O)c1ccc(N2CCCC2=O)cc1 (stereo unspecified)	12
CC1CCN(CCCNC(=O)C2CC(=O)N(C3CCCC3)C2)CC1 (stereo unspecified)	-6
Oc1c(F)cccc1C=Nc1ccc2oc(-c3cccc(I)c3)nc2c1	-23
COc1cccc(-c2nc3cc(N=Cc4ccc(Br)cc4)ccc3o2)c1	-10
CCOc1ccc(N2C(=O)CC(N3CCC(C(N)=O)CC3)C2=O)cc1 (stereo unspecified)	-3
CCc1ccc(-n2cc(-c3cc4cc(Cl)ccc4oc3=O)[nH]c2=S)cc1	-5
O=C(NCc1ccccc1)c1nn2c(c1Br)NC(c1cccs1)CC2C(F)(F)F (stereo unspecified)	-10
CCc1sc(NC(=O)c2cc3cccc(OC)c3oc2=O)nc1-c1ccc(Cl)cc1	-10
CC(=O)C1C(c2ccc(OCc3ccccc3)cc2)NC(=O)NC1(O)C(F)(F)F (stereo unspecified)	0
O=C(NC1CCCCC1)c1cc2nc3c(c(C(F)(F)F)n2n1)CCc1ccccc1-3	11
CCCc1oc2c(cc(NS(=O)(=O)c3cc(C)ccc3C)c3ccccc32)c1C(=O)OCC	-30
Cc1ccc(-n2nc(C)c(S(=O)(=O)c3ccccc3)c2OC(=O)C2CCCC2)c(C)c1	1
CC(=O)O[C@]1(C(C)=O)CC[C@H]2[C@@H]3C=C(Cl)C4=CC(=O)CC[C@]4(C)[C@H]3CC[C@@]21C	1

Following part
SMILES	14-3-3 PPI
COc1ccc(OC)c(C2Nc3ccccc3NC3=C2C(=O)CC(C)(C)C3)c1 (stereo unspecified)	-2
CCOC(=O)C1=C(C)NC(=S)NC1c1ccccc1OCC (stereo unspecified)	-1
O=C(c1ccc(F)cc1)c1c[nH]c2cc3c(cc2c1=O)OCO3	-9
CCn1c2ccccc2c2cc(NS(=O)(=O)c3cccc([N+](=O)[O-])c3)ccc21	-20
Nc1c(C(=O)NCC2CCCO2)c2nc3ccccc3nc2n1-c1ccccc1 (stereo unspecified)	-12
Cc1c(Cl)cccc1NC(=O)CC(NCCN1CCOCC1)C(=O)O (stereo unspecified)	-3
CCOc1ncccc1C(=O)OCC(=O)N1CCN(S(=O)(=O)c2ccccc2)CC1	-5
CCOC(=O)C12C(=O)OC(C)(C)C1C2(CC)C(=O)c1ccc(F)cc1 (stereo unspecified)	-6
Clc1ccccc1C1CC(c2ccco2)n2ncnc2N1 (stereo unspecified)	1
Cc1cc(=O)[nH]c(NCCCO)n1	-2
COC(=O)c1ccccc1NC(=O)c1cc2c(=O)oc3ccccc3c2s1	-5
CC1=C(C(=O)Nc2cccc(C)n2)C(c2ccc3c(c2)OCO3)C2=C(CC(C)(C)CC2=O)N1 (stereo unspecified)	-6
CC1Cc2ccccc2N1C(=O)Cc1ccc([N+](=O)[O-])cc1 (stereo unspecified)	-16
Cn1c(=O)c2c(nc(CN3CCOCC3)n2CCN2CCOCC2)n(C)c1=O	5
COc1ccc(NC(=O)Cn2c3ccccc3c(=O)c3cc(C)ccc32)cc1Cl	-3
CC(C)CCNC(=O)NC(=O)CN1C(=O)NC2(CCCCC2)C1=O	0
N#Cc1c(NC(=O)CSc2nnc3sc4ccccc4n23)sc2c1CCC2	-24
COc1cc(-n2c(=O)c3ccccc3n(CC(=O)c3ccc(Br)cc3)c2=O)cc(OC)c1OC	-1
CCOC(=O)C1=NN(C(C)=O)C2C(=O)N(c3ccc(Cl)cc3)C(=O)C12 (stereo unspecified)	-6
CO[C@H]1C=CO[C@@]2(C)Oc3c(C)c(O)c4c(O)c(c(C=NN5CCN(C)CC5)c(O)c4c3C2=O)NC(=O)C(C)=CC=C[C@H](C)[C@H](O)[C@@H](C)[C@@H](O)[C@@H](C)[C@H](OC(C)=O)[C@@H]1C	-21
CCn1c2ccccc2c2cc(NC(=O)CCCN3C(=O)CCC3=O)ccc21	3
Cc1cc(C)n(-c2nc3ccccc3nc2Nc2ccc(CC(=O)O)cc2)n1	2
O=C(Nc1ccc(NC(=O)c2ccc([N+](=O)[O-])o2)cc1Cl)c1ccccc1	-11
CC(C)OP(=O)(c1ccc(N(C)C)cc1)C(O)c1ccccc1F (stereo unspecified)	-11
CC1CC(C)CN(S(=O)(=O)c2ccc(C(=O)Nc3nnc(-c4ccc(Cl)s4)o3)cc2)C1 (stereo unspecified)	-17
CCn1cc(C(=O)O)c(=O)c2cc(F)c(N3CCN(C(=O)c4ccc(OC)cc4)CC3)cc21	-3
CCN(CC)c1nc(N)c2c(N)n(-c3ccccc3C)c(=S)c(C#N)c2c1C#N	2
O=C1CC(c2ccccc2)CC(NCc2ccccc2)=C1C(=S)Nc1ccccc1 (stereo unspecified)	-22
CCCOc1ccccc1C1Oc2nc(SCC)nnc2-c2ccccc2N1C(C)=O (stereo unspecified)	-2
CCOC(=O)CCC(=O)N1CCOCCN(C(=O)CCC(=O)OCC)CCOCC1	-7
O=C(CC1CCCCC1)NCc1cn2ccsc2n1	-6
Cc1ccc2cc(CN(Cc3ccco3)C(=O)c3ccccc3)c(=O)[nH]c2c1C	-4
O=C(Nc1ccc(-n2nncc2-c2ccco2)cc1)c1ccc(F)cc1	-5&-9
CCN(CC)CCOCCOC(=O)C1(c2ccccc2)CCCC1	-7
CC(C)(C)c1ccc(OC(=O)c2cc3cc(Br)ccc3oc2=O)cc1	-8
COc1ccc(COC(=O)C2=C(C)NC3=C(C(=O)CCC3)C2c2cc3c(cc2[N+](=O)[O-])OCO3)cc1 (stereo unspecified)	13
CC1=C(C(=O)Nc2ccccc2C)C(c2ccc(Br)cc2)NC(=S)N1 (stereo unspecified)	-3
CCOC(=O)c1[nH]c(COC(=O)C2CC(=O)N(Cc3ccccc3)C2)c(C(=O)OCC)c1C (stereo unspecified)	2
O=C1CC(c2ccc(F)cc2)n2ncnc2N1 (stereo unspecified)	-5
Cn1c(=O)cc(OCC(=O)NCc2ccccn2)c2ccccc21	-1
CC1CCCC(NC(=O)c2cn(C)c3ccc(S(=O)(=O)N4CCCC4)cc3c2=O)C1C (stereo unspecified)	-11
NC(=O)c1ccc(OCC(F)(F)C(F)(F)C(F)(F)C(F)(F)C(F)(F)C(F)F)cc1	-3
COc1ccc2nc(NC(=O)CSc3nc(C)cc(C)n3)sc2c1	-24
O=C(CNS(=O)(=O)c1ccccc1)OCC(=O)c1ccc(Br)cc1	1
Cc1ccccc1-c1nc(CN2CCCC(C(=O)NCc3cccnc3)C2)c(C)o1 (stereo unspecified)	7
CCN(c1ccccc1)S(=O)(=O)c1ccc2[nH]cc(C(=O)NCC3CCCO3)c(=O)c2c1 (stereo unspecified)	-2
CCS(=O)(=O)c1ccc2oc(SCC(=O)c3ccco3)nc2c1	-6
O=C(NC1CCCCC1)NC1CCN(S(=O)(=O)c2ccc3c(c2)OCCO3)CC1	0
Cc1occc1-c1nnc(SCC(=O)c2ccc(F)cc2)o1	-1
O=c1[nH]c(C2CCCN(S(=O)(=O)c3ccccc3)C2)nc2c1nnn2Cc1ccccc1F (stereo unspecified)	4

Following part
SMILES	14-3-3 PPI
Cc1ccccc1OCCC(=O)O	7
COc1ccc2[nH]c(=O)c(CN(C3CCCCC3)C(c3nnnn3Cc3ccco3)C(C)C)cc2c1 (stereo unspecified)	-15
O=S(=O)(c1cccc(S(=O)(=O)N2CCN(c3ncccn3)CC2)c1)N1CCOCC1	-1
Cc1c(C(=O)OCC(C)C)[nH]c2c1C(=O)CC(c1cccs1)C2 (stereo unspecified)	-1
CCc1ccc2[nH]c(=O)c(C(c3nnnn3CCOC)N3CCN(c4ccccc4)CC3)cc2c1 (stereo unspecified)	-4
O=C(C(c1ccccc1)c1ccccc1)N1CCN(Cc2ccco2)CC1	-5
CCOC(=O)COc1ccc2ccccc2c1C1NC(=S)NC(C)=C1C(=O)OCC (stereo unspecified)	-3
CC(=O)c1c(C)nn(CC(O)COc2ccc3c(c2)CCC3)c1C (stereo unspecified)	-5
NC(=O)C1CCN(c2oc(-c3ccccc3F)nc2S(=O)(=O)c2ccc(Cl)cc2)CC1	-5
Cc1ccccc1OCCn1nc(C(=O)O)c2ccccc2c1=O	-10
COc1ccc(-n2nnc3c(=O)n(CC(=O)NCC4CCCO4)cnc32)cc1 (stereo unspecified)	-3
CC1CCCC(C)N1CCNC(=O)c1cccn2c(=O)c3c4c(sc3nc12)CCCC4 (stereo unspecified)	1
CC1=C(C(=O)Nc2ccccc2)C2(CCCCC2)C(C(N)=O)C(=S)N1 (stereo unspecified)	6
CCSc1nc(-c2ccc(OC)cc2)n(-c2nc3ccccc3s2)n1	-2
CSc1ccc(-c2nc(CSCC(=O)N3CCOCC3)c(C)o2)cc1	-7
Brc1ccc2c(c1)CNc1c(ncnc1N1CCOCC1)O2	3
CCC(CC)C(=O)NCc1ccccc1OC	-2
COc1ccc(-c2n[nH]c3c2C(c2cccc(F)c2)N(c2ccccc2)C3=O)cc1 (stereo unspecified)	1
Cc1cccc(-n2ncc3c(NC4CCCCC4)ncnc32)c1	2
Cc1cc(=O)[nH]c(SCC(=O)Nc2cccc(C)c2C)n1	-10
Cc1cnc(C(=O)Nc2nnc(C(C)C)s2)cn1	-5
O=C(NCCCn1ccnc1)c1ccccc1Cl	3
Cc1ccc(C(=O)CSc2nc3nc(C)cc(C)c3c(=O)[nH]2)c(C)c1	-8
COc1ccc(N2CC(C(N)=O)CC2=O)cc1 (stereo unspecified)	3
CC(C)COC(=O)C1C2C=CC3(CN(CC(C)C)C(=O)C13)O2 (stereo unspecified)	1
c1ccc2[nH]c(SCc3ccc(-c4nnco4)cc3)nc2c1	3
Cc1ccc2c(C)nc(Nc3ncc4c(n3)CCCC4=O)nc2c1	-18&-13
COc1ccc(C2/C(=C(\O)c3ccccc3)C(=O)C(=O)N2CCN)cc1OC (stereo unspecified)	3
CN1C(=O)C(C(=O)c2ccccc2)C2CC1(C)Oc1cc(O)ccc12 (stereo unspecified)	-4
COc1ccc(-n2c(=S)[nH]c3c(sc(=S)n3-c3ccccc3)c2=O)cc1OC	3
O=C(O)CN(c1ccccc1)C1SC(=O)NC1=O (stereo unspecified)	1
COc1ccc(-c2cc(C(N)=O)on2)cc1	5
CC(C)N1C(=O)C2C(C(=O)NC3CCCCC3)C3C=CC2(O3)C1C(=O)NC1CCCC1 (stereo unspecified)	-9
O=C(O)CCC(=O)OCc1ccccc1	6
CCOc1ccc(Oc2cc(NC(=O)c3cc4n(n3)C(C(F)(F)F)CC(c3ccc5c(c3)OCO5)N4)cc([N+](=O)[O-])c2)cc1 (stereo unspecified)	1
Cc1ccc(-c2nc(Nc3ccccc3C)sc2C)cc1	-21
CCc1ccccc1NC(=O)c1c(C)nn(-c2ccccc2)c1Cl	2
NC(=O)CSc1oc(-c2ccco2)nc1S(=O)(=O)c1ccccc1	-59
N[C@H](CO)C(=O)O	2
Cn1c(=O)[nH]c(=O)c2c1nc(N1CCOCC1)n2CCSc1ncccn1	1
O=C(Nc1ccccn1)c1ccc(Cl)c([N+](=O)[O-])c1	-3
COc1ccc(N/C=C/C(=O)c2ccc(Br)cc2)c(OC)c1	-13
COc1ccc(NC(=O)Cn2c(-c3ccccc3Cl)nc3sc(C)c(C)c3c2=O)cc1OC	-101
COc1cccc(-n2nnc3c(=O)n(Cc4ccccc4Cl)cnc32)c1	-1
